Screens deposited in PubChem BioAssay by several laboratories.
CRFBP-R2 agonist: agonists of human CRF-binding protein/CRF-R2 receptor complex; activation, % at 13.2 µM; 350,000 tested, 0.46% active; HEK293 CRF-R2/CRF-BP, calcium dye fluorescence (FLIPR); percent of saturating CRF peptide response;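 active = activation of at least 50%, plus an integration ratio under a set limit after plate pattern correction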;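 note: plate controls were neutral control wells without compound for no effect and CRF at EC100 for full effect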
CHRM4 antagonist: CHRM4 antagonism in calcium assay | P08173 | CHO-hM4 cells, ACh EC80, Fluo-8 calcium fluorescence | inhibition, % at 3 µM | 360,000 tested, 0.73% active | AID 624125;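 active = inhibition above its plate's cutoff, the mean inhibition of sample wells plus 3 SD, cut at about 27% in these data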;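 note: 0% = acetylcholine EC80 with DMSO and 100% = DMSO without agonist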
M5 PAM: potentiates acetylcholine response at human M5 receptor; activation, % at 3 µM; P08912; 360,000 tested, 0.3% active; CHO-K1 hM5, Fluo-8 calcium, ACh EC20 PAM; 0% = ACh EC20, 100% = ACh EC100;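 active = activation above the run cutoff, the mean activation of all test compounds plus 3 SD, cut at about 18% in these data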
Target sequence (P08912 whole entry, looked up): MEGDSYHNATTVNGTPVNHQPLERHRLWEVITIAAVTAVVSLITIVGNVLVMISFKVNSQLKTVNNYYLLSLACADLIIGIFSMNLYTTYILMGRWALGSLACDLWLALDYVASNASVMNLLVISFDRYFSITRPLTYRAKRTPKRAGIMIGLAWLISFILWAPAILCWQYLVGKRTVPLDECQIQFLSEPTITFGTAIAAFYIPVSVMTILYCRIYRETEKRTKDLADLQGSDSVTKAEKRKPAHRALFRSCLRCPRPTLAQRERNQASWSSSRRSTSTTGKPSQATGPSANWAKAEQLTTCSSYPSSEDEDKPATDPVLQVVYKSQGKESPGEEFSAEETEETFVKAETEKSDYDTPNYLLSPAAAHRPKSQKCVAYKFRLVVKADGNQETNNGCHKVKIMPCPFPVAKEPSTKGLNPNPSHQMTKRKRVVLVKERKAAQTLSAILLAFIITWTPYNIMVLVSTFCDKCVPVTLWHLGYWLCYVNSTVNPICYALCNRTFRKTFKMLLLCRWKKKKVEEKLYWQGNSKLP
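System: CHO-K1 hM5 cells. Reagent: acetylcholine, EC20 level. Compound dosing: single dose, 3 µM nominal final test concentration. Timing: Post-acetylcholine fluorescence recording 140 s. Detection: Fluo-8 calcium fluorescence. Read-out: % activation, ACh-normalized. Benchmarks: ACh EC20 and EC100 wells. Repeats: singlicate, one well per test compound.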
M1 antag: human CHRM1 antagonism | inhibition, % at 3 µM | 360,000 tested, 1.3% active | CHO-K1 hM1, Fluo-8 calcium fluorescence, ACh EC80 antagonist;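 active = percent inhibition above its own plate's cutoff, namely the mean of that plate's compound wells plus 3 SD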;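 note: peak over basal fluorescence ratio during 140 s after agonist addition; 0% = ACh EC80 plus DMSO and 100% = DMSO alone without agonist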
Target sequence (P11229 whole entry, looked up): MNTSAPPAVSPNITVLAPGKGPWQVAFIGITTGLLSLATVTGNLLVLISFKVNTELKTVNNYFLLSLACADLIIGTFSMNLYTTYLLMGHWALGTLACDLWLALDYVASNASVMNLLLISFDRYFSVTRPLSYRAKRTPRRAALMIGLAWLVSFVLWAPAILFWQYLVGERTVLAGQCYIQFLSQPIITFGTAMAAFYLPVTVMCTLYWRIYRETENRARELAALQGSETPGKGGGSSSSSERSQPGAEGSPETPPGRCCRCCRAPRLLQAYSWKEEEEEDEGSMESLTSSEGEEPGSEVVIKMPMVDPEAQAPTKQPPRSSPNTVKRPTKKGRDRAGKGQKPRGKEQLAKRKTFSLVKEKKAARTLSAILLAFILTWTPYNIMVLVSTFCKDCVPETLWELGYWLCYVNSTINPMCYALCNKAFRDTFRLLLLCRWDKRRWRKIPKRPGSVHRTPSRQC
M4 PAM: potentiates acetylcholine response at human M4 receptor. P08173. CHO-K1 hM4/Gqi5, Fluo-8 calcium fluorescence, ACh EC20; 0% = ACh EC20, 100% = maximal ACh. activation, % at 3 µM. 360,000 tested, 0.4% active. AID 624126;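 active = activation above its plate's cutoff, the mean activation of sample wells plus 3 SD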; note: some results filed as inactive read as strong as hits
M5 ag: agonists of human muscarinic M5 receptor (CHRM5); activation, % at 3 µM; CHO-K1 hM5 cells, Fluo-8 calcium fluorescence; 0% DMSO wells, 100% maximal acetylcholine response; AID 624037; P08912; 360,000 tested, 0.19% active;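 active = activation above the run's mean over test compounds plus 3 SD, cut at about 23% in these data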;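 note: signal is peak over basal fluorescence ratio across the kinetic read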
M4 ag: CHRM4 agonism in calcium assay | CHO-K1 hM4/Gqi5, Fluo-8 calcium fluorescence; vehicle 0%, full acetylcholine response 100% | activation, % at 3 µM | 360,000 tested, 0.14% active | AID 624127;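 active = activation above the run mean over all test wells plus 3 SD, cut at about 32% in these data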;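 note: peak over basal fluorescence ratio per well then scaled between controls; 0% = DMSO wells and 100% = acetylcholine at EC100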
CHRM1 PAM: human CHRM1 positive allosteric modulation. CHO-K1 hM1, Fluo-8 calcium fluorescence, ACh EC20; 0% = ACh EC20, 100% = maximal ACh. activation, % at 3 µM. P11229. 360,000 tested, 0.088% active; in the data active = activation above about 19%, passing the limit was not always enough
M5 antag: antagonists of human muscarinic M5 receptor (CHRM5) | 360,000 tested, 0.59% active | inhibition, % at 3 µM | P08912 | CHO-hM5 cells, Fluo-8 calcium fluorescence, ACh EC80 | AID 624040;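 active = inhibition above a per-plate cutoff, the mean of that plate's test compounds plus 3 SD, cut at about 27% in these data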;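 note: 0% = acetylcholine EC80 with DMSO and 100% = DMSO without agonist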
An asterisk follows results filed as active; . = no result given.

SMILES | CRFBP-R2 agonist | CHRM4 antagonist | M5 PAM | M1 antag | M4 PAM | M5 ag | M4 ag | CHRM1 PAM | M5 antag
COc1cccc2cc(C(=O)Nc3ccc(F)cc3)c(=Nc3ccc(C(=O)O)cc3)oc12 | -1.3 | 3 | 2 | -18 | 0 | 1 | 1 | 12 | 8
Cc1cnccc1CN(C)Cc1nc(Cc2ccccc2Cl)no1 | 2.3 | 7 | -6 | 8 | -6 | 3 | 8 | -11 | 8
C/C(=N\O)c1ccccc1C(=O)O | 0.3 | -9 | 1 | -15 | 6 | -3 | 0 | 8 | -1
COCc1cc(C)nc(SCC(=O)Nc2ccc3[nH]c(=O)[nH]c3c2)c1C#N | -0.8 | 4 | -3 | 3 | 9 | -5 | -1 | 6 | 8
CC1(C)N=C(c2ccc(Cl)cc2Cl)C(=O)N1 | -0.5 | -3 | -4 | -4 | 9 | 2 | 0 | 2 | 1
Cc1ccc(C2=C(O)C(=O)C(c3ccc(C)cc3)=C(O)C2=O)cc1 | -0.9 | 1 | 10 | -18 | -5 | 5 | 1 | 3 | -6
CC(CN1C(C)CCCC1C)OC(=O)c1ccccc1F (stereo unspecified) | -1.8 | -3 | 3 | -12 | -2 | -7 | 0 | 5 | -1
CN1CC[C@]23c4ccccc4N[C@H]1[C@]21CCN(C)[C@H]3Nc2ccccc21 | -1.8 | -5 | 0 | -24 | -3 | 0 | 0 | 4 | -3
Cc1c(C(=O)O)sc2[nH]c(=O)n(Cc3ccccc3)c(=O)c12 | 0.1 | 5 | -7 | -1 | -3 | -5 | 1 | 3 | 0
O=C(Nc1cccc(S(=O)(=O)N2CCCC2)c1)c1cc(=O)[nH]c2ccccc12 | 1.9 | -5 | 0 | -10 | -2 | -4 | 1 | 11 | 9
COC(=O)C(C)n1cnc2c(nnn2-c2ccc(C)cc2)c1=O (stereo unspecified) | 3.2 | -9 | -2 | -20 | 4 | 2 | 2 | 13 | -2
Cc1cc2c(c(=O)n1CC1CCCO1)C(c1ccco1)C(C#N)=C(N)O2 (stereo unspecified) | 1.4 | 0 | 1 | 1 | 1 | -1 | 0 | 7 | 1
CC(C)C(OC(=O)C1=Cc2ccccc2OC1)C(=O)NC1CCCC1 (stereo unspecified) | -0.6 | 0 | -6 | 2 | 2 | 0 | 1 | -4 | 2
CSc1ccc(CN2CCSCC2)cc1 | -0.6 | 0 | 1 | -4 | -6 | -5 | -1 | -1 | 5
COCCn1c(N)c(Sc2ccc(C)cc2)c(=O)[nH]c1=O | -0.5 | 3 | -2 | -11 | -2 | -2 | 0 | 6 | 14

Three entries from above, reformatted:
SMILES,CRFBP-R2 agonist,CHRM4 antagonist,M5 PAM,M1 antag,M4 PAM,M5 ag,M4 ag,CHRM1 PAM,M5 antag
CC(CN1C(C)CCCC1C)OC(=O)c1ccccc1F (stereo unspecified),-1.8,-3,3,-12,-2,-7,0,5,-1
CN1CC[C@]23c4ccccc4N[C@H]1[C@]21CCN(C)[C@H]3Nc2ccccc21,-1.8,-5,0,-24,-3,0,0,4,-3
Cc1c(C(=O)O)sc2[nH]c(=O)n(Cc3ccccc3)c(=O)c12,0.1,5,-7,-1,-3,-5,1,3,0

(more compounds)
SMILES | CRFBP-R2 agonist | CHRM4 antagonist | M5 PAM | M1 antag | M4 PAM | M5 ag | M4 ag | CHRM1 PAM | M5 antag
O=C(NCCOc1ccccc1)c1cncc(Br)c1 | 1.8 | -8 | 4 | -12 | 10 | -2 | 1 | 9 | -3
Cc1noc(/C=C/N(C)C)c1S(=O)(=O)N1CCC(C(=O)NC(C)(C)C)CC1 | -1.2 | 5 | 2 | -11 | 8 | 0 | 1 | 9 | 4
O=C(CN1CCCCC1)N=Nc1c(O)[nH]c2ccccc12 | -0.8 | -5 | -4 | -3 | 4 | -4 | 2 | 1 | -9
CSc1ccc(C(=O)C2CCCN(Cc3cccn3-c3cccnc3)C2)cc1 (stereo unspecified) | 0.3 | -3 | -12 | 27 | -15 | -11 | 11 | -22 | 13
COc1ccc(CC(=O)Nc2cc(S(=O)(=O)N3CCCCC3)ccc2C)cc1OC | 1.3 | -15 | 1 | 6 | 4 | 1 | 7 | -6 | 1
COC(C[C@H]1O[C@@H]1[C@H](O)[C@H](C)OCc1ccccc1)OC | -0.4 | -3 | 10 | -8 | 11 | 4 | 1 | 12 | -3
O=C(COC(=O)Cn1cnc2ccccc2c1=O)Nc1ccccc1OC(F)F | -0.3 | 0 | -3 | -16 | 5 | 5 | 1 | 9 | 12
O=C(COc1ccccc1)Nc1ccc([N+](=O)[O-])cc1 | -0.8 | -11 | -3 | 2 | 2 | 0 | 1 | 3 | -4
Cc1cc(NC(=O)c2ccc([N+](=O)[O-])o2)ccc1NC(=O)c1ccco1 | 1.3 | 16 | -4 | 0 | -3 | 1 | 2 | 2 | 0
CC(=O)c1ccc(NC(=O)C(C)n2c3ccccc3c3nc(=O)cc(C)n32)cc1 (stereo unspecified) | -1.9 | -1 | 4 | -17 | -13 | -2 | 0 | 14 | 6
CC(=O)Nc1ccc2c(c1)CCCC2 | -1.7 | 8 | -1 | 0 | 11 | -2 | 1 | 1 | 15
COc1ccccc1OCCNc1ccc(S(=O)(=O)N2CCCC2)cn1 | -1.7 | -9 | 4 | -7 | -3 | 0 | 3 | 5 | -10
COc1ccc(NC(=O)Nc2nnc(CC(=O)Nc3ccccc3)s2)cc1 | -2.7 | 11 | 10 | -16 | -1 | 3 | 1 | 8 | 1
CCOC(=O)c1c(NC(=O)Cn2cnc3sc(C)c(-c4ccccc4)c3c2=O)sc(C)c1C | 0.5 | 8 | -3 | -6 | -4 | -1 | 0 | 10 | 7
Cc1ccc(NC(=O)/C(C#N)=N/Nc2ccc(C(=O)O)cc2)c(C)c1 | -0.5 | 9 | -1 | -20 | -2 | 1 | 0 | 24* | 3
Cc1ccc(C)c(C(=O)CSc2nc(C)cc(=O)[nH]2)c1 | -2.1 | 6 | 1 | 8 | 2 | -3 | 1 | -1 | 17
O=C(O)C1CCCCC1C(=O)Nc1cccc(Br)c1 (stereo unspecified) | 0.7 | -1 | 10 | 2 | 11 | -2 | -1 | 13 | 5
Fc1ccc(Cn2nnc3ccccc32)cc1 | -1.3 | -10 | -3 | -2 | -1 | -8 | 1 | 1 | 5
Cc1c(C(=O)NCCSCc2ccc(F)cc2)cnn1-c1ccc(Cl)cc1 | -0.5 | 9 | -6 | -6 | -9 | -2 | 2 | 3 | 7
COC(=O)[C@]12CCCCC=C1N(Cc1ccco1)C(=O)[C@H](CC(=O)NCc1cccs1)C2 | . | 1 | -7 | . | 5 | 3 | 8 | . | 2
COC(=O)CN1C(=O)COc2ccc(Cl)cc21 | -1.7 | -2 | -3 | -11 | 7 | 0 | 1 | 4 | 3
C=CCn1c(SCN2C(=O)c3ccccc3C2=O)nc2ccc(Cl)cc2c1=O | 2.2 | -7 | -2 | 1 | 14 | -1 | -1 | 9 | 9
CCC(=O)N1CCC(C)(C(=O)Nc2cc(OC)c(OC)c(OC)c2)C1 (stereo unspecified) | . | -8 | -1 | -19 | 9 | 0 | 1 | 7 | 0
O=C1CCN(c2ccccc2)N1 | -0.4 | -10 | 5 | -2 | 2 | -4 | 2 | 4 | 1
CC(=O)Nc1c(C)cc(S(C)(=O)=O)cc1C | 0.2 | 12 | -4 | -1 | -5 | -2 | 0 | 2 | -1
CC(C)On1c(SC(C)C)nc2ccccc2c1=O | 0.1 | 0 | -5 | -11 | 1 | -2 | -3 | 7 | 0
NS(=O)(=O)c1ccc(CCNC(=O)COC(=O)CCc2ccccc2)cc1 | 0.4 | 14 | 7 | -10 | -3 | -3 | 1 | 9 | 8
NC(=O)COC(=O)CC12CC3CC(CC(C3)C1)C2 | -0.7 | 6 | 3 | 9 | -3 | -2 | 0 | -1 | 4
C[C@@H]1CN([C@@H](C)CO)C(=O)CCCn2cc(nn2)CO[C@H]1CN(C)S(=O)(=O)c1ccc(Cl)cc1 | -1.4 | -6 | 3 | -16 | 1 | 1 | 1 | 9 | -3
Cc1cc([N+](=O)[O-])nn1CC(=O)N1CCc2ccccc2C1 | 0.5 | 0 | 2 | -22 | 0 | -7 | 1 | 0 | 0

Single records (already shown). Values in the order: CRFBP-R2 agonist, CHRM4 antagonist, M5 PAM, M1 antag, M4 PAM, M5 ag, M4 ag, CHRM1 PAM, M5 antag
Entry for Cc1cc([N+](=O)[O-])nn1CC(=O)N1CCc2ccccc2C1 → 0.5, 0, 2, -22, 0, -7, 1, 0, 0
Entry for O=C1CCN(c2ccccc2)N1 → -0.4, -10, 5, -2, 2, -4, 2, 4, 1
Entry for Fc1ccc(Cn2nnc3ccccc32)cc1 → -1.3, -10, -3, -2, -1, -8, 1, 1, 5
Entry for C[C@@H]1CN([C@@H](C)CO)C(=O)CCCn2cc(nn2)CO[C@H]1CN(C)S(=O)(=O)c1ccc(Cl)cc1 → -1.4, -6, 3, -16, 1, 1, 1, 9, -3
Entry for CC(=O)Nc1c(C)cc(S(C)(=O)=O)cc1C → 0.2, 12, -4, -1, -5, -2, 0, 2, -1

Additional records.
SMILES | CRFBP-R2 agonist | CHRM4 antagonist | M5 PAM | M1 antag | M4 PAM | M5 ag | M4 ag | CHRM1 PAM | M5 antag
Cc1ccc(C)c(CNC(=O)Nc2ccccc2)c1 | -0.2 | 0 | -6 | -5 | 9 | -4 | 2 | 2 | 13
Cc1ccc(N2CCN(C(CCc3ccccc3)C(=O)Nc3c(C)cccc3C)CC2)cc1 (stereo unspecified) | . | -4 | 0 | . | 4 | 0 | 0 | . | 4
Cn1c(-c2ccco2)n[nH]c1=S | -4.4 | -4 | 16 | -7 | 4 | 2 | 0 | 4 | 6
CC(C)(C)NC(=O)C1c2ccccc2OCC(=O)N1C1CC1 (stereo unspecified) | . | -21 | 7 | . | 12 | 1 | 2 | . | -10
Cc1ccc(C)c(OCC(=O)NCC2COc3ccccc3O2)c1 (stereo unspecified) | -0.8 | -2 | -12 | -4 | 4 | -1 | 2 | 7 | 9
Nc1ccccc1/C=C/c1ccccc1N | -3.6 | -7 | -11 | -4 | 7 | -1 | 1 | 4 | 15
CCCc1cc(=O)[nH]c(SCC(=O)Nc2nc3ccc(OCC)cc3s2)n1 | -0.9 | 10 | 6 | -6 | 0 | -1 | -2 | 8 | 4
CN(C)c1ccc(NC(=S)c2ccccn2)cc1 | 0.4 | 10 | -7 | 4 | -5 | -3 | 0 | -6 | 1
CCC(C)n1c(SCC(=O)N(CC)c2c(N)n(Cc3ccccc3)c(=O)[nH]c2=O)nc2ccccc2c1=O (stereo unspecified) | 1.8 | 16 | -5 | 7 | 0 | -2 | 1 | -3 | 23
CC(=O)Nc1nonc1NC(=O)CSC1=NCCS1 | -1.6 | 2 | -10 | 13 | 4 | -3 | 0 | -7 | 10

Some of the entries so far, in markdown:
| Structure | CRFBP-R2 agonist | CHRM4 antagonist | M5 PAM | M1 antag | M4 PAM | M5 ag | M4 ag | CHRM1 PAM | M5 antag |
| --- | --- | --- | --- | --- | --- | --- | --- | --- | --- |
| Cn1c(-c2ccco2)n[nH]c1=S | -4.4 | -4 | 16 | -7 | 4 | 2 | 0 | 4 | 6 |
| CC(C)(C)NC(=O)C1c2ccccc2OCC(=O)N1C1CC1 (stereo unspecified) | . | -21 | 7 | . | 12 | 1 | 2 | . | -10 |
